Screening results from PubChem BioAssay.
Arr AP2 block: inhibitors of beta-arrestin/AP2 binding, primary screen, biochemical, GPCR trafficking, flow cytometry; FITC-arrestin peptide / GST-AP2 beads; AP2 beta2 appendage carries R879A mutation; inhibition, % at 10 µM; hit rate 0.31% among 340,000;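 active means inhibition above a set limit, near 3 SD of compounds lacking own fluorescence, cut at about 54% in these data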;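 further: plate controls were DMSO wells for no effect and 5 µM unlabelled arrestin peptide for full effect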
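Measured by: flow cytometry, FL1 (488/535 nm); Material: AP2 appendage R879A on GSH beads; Evaluation: percent response; Timing: pre-incubation 12 min, peptide binding 1 h, room temperature; Also added: 50 nM FITC-arrestin peptide; Medium: PBS with 0.05% Tween 20 and 0.1% BSA.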
MITF act: activators of MITF-driven TRPM1 promoter reporter, primary screen, cell-based, SK-MEL-5, luciferase, single point; SK-MEL-5 TRPM1-promoter luciferase, 24 h; % of positive control, neutral wells = 0; activation, % at 12.5 µM; hit rate 0.75% among 300,000; AID 588334, 2011;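 active means mean activation of at least 80% with every replicate also reaching 80%; inconclusive means mean reaches 80% but some replicate falls short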;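 further: 0% = neutral control wells and 100% = parthenolide positive control wells; values of inactives mirror those of a sister screen read the other way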
PKA-R1A activ: activators of PKA-R1A holoenzyme, primary screen, biochemical, fluorescence polarization, Cy5-IP20, bovine R1A, mouse PKAc; activation, % at 11.4 µM; PKA-R1A dissociation; scaled: DMSO 0%, 113 µM cGMP 100%; cAMP-dependent protein kinase type I-alpha regulatory subunit (Bos taurus) + …; hit rate 0.083% among 340,000;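 active means percent activation above the mean of all tested compounds plus 3 SD, cut at about 19% in these data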;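 further: higher means more PKAc released from R1A so a rise in polarization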
SR-BI DiI inh: inhibitors of SR-BI mediated HDL lipid uptake, primary screen, ldlA[mSR-BI] cells, fluorescence, single point. AID 488896, 2010. Scavenger receptor class B member 1 (Mus musculus), Q61009. inhibition, % at 12.5 µM. hit rate 0.96% among 320,000. ldlA[mSR-BI] CHO cells, DiI-HDL uptake fluorescence, 3 h;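 active means mean replicate inhibition of at least 70% and a set share of replicates each scoring 70 or more; inconclusive means meets just one of the two criteria; inactive means fails both criteria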;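 further: 0% = median of neutral control wells and 100% = median of positive control wells; values of inactives mirror those of a sister screen read the other way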
SR-BI DiI-HDL act: activators of SR-BI mediated DiI-HDL uptake, primary screen, ldlA[mSR-BI] CHO cells, DiI fluorescence; activation, % at 12.5 µM; 3 h; 100 = double the neutral-control signal; AID 504775, 2011; hit rate 0.096% among 320,000;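 active means mean replicate activation of at least 60% and every replicate at or above 60%; inconclusive means mean or all-replicate condition met, but not both; inactive means mean below 60% and not all replicates reaching 60%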;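 further: 0% = median plate neutral-control signal and 100% = twice that signal; values of inactives mirror those of a sister screen read the other way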
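Test system: SR-BI-overexpressing, LDLR-lacking CHO cells; Medium: Ham's F12 with 0.5% BSA, HEPES 25 mM, pH 7.4; Schedule: 3 h, 37 °C; Technique: bottom-read fluorescence, 550/595 nm.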
PKA-R2B activ: activators of PKA-R2B holoenzyme, primary screen, biochemical, fluorescence polarization, Cy5-IP20, human; hit rate 0.079% among 340,000; cAMP-dependent protein kinase catalytic subunit beta (Homo sapiens) + cAMP-dependent …; PKA-R2B holoenzyme dissociation; R2B truncated from residue 108, S112A mutant; 0% DMSO only, 100% 113 µM cGMP; activation, % at 11.4 µM;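 active means activation above a cutoff set at the mean over all compounds plus 3 SD, cut at about 18% in these data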;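 further: higher means more holoenzyme dissociation and a rise in polarization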
dFosB activator: activators of delta FosB homodimer, primary screen, biochemical, fluorescence polarization, TAMRA-CDK5 oligo, single point. purified delta FosB; percent of positive-control signal above neutral wells. Protein FosB (Mus musculus), P13346. hit rate 0.99% among 340,000. activation, % at 25 µM;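 active means mean activation above about 17%, with every replicate also reaching it, limit read from the data, passing the limit was not always enough; inconclusive means only one of the two conditions met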;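 further: fluorescence polarization rise as delta FosB binds a TAMRA Cdk5 AP-1 oligo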
Pemphigus Ab inh: inhibitors of pemphigus antibody binding to DSG3, primary screen, biochemical, bead-based, flow cytometry, scFv-GFP. Desmoglein-3 (Homo sapiens), P32926. DSG3-coupled beads, scFv-anti-DSG3-GFP binding; hits give low values. binding (percent of control), % at 10 µM. hit rate 0.48% among 310,000. AID 588358, 2011;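 active means binding more than 3 SD below its plate's average and above zero; inconclusive means below that plate limit but binding exactly zero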;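 further: hits lower antibody fragment binding to DSG3; some compounds called inactive have numbers as strong as hits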
Target sequence (P32926 whole entry, looked up, the tested form may be a part): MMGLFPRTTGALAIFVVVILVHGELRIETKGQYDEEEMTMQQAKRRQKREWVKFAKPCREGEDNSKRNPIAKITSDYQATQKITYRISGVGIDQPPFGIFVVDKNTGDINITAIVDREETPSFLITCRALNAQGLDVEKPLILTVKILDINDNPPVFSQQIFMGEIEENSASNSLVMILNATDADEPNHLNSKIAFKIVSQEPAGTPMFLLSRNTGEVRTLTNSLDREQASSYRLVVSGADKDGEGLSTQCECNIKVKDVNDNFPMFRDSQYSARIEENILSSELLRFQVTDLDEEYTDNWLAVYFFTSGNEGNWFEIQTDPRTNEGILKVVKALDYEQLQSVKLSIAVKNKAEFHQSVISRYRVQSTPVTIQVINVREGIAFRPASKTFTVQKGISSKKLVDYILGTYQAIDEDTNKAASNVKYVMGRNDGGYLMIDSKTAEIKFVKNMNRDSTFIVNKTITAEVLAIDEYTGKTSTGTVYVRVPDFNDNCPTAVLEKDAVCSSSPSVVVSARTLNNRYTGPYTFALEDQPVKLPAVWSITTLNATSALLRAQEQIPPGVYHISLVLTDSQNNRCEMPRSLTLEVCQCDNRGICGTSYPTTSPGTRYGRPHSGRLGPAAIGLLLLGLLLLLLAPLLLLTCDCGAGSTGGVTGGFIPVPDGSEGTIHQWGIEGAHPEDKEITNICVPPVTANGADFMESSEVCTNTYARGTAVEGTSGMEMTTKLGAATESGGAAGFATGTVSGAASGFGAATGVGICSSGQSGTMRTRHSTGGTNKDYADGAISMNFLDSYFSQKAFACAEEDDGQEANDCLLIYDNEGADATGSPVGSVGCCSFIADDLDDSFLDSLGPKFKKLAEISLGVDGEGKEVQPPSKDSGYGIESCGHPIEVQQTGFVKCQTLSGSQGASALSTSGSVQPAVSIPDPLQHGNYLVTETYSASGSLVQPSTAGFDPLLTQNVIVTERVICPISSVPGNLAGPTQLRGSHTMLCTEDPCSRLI
CDK5 p35 inh: inhibitors of human CDK5/p35 kinase, primary screen, biochemical, single concentration. inhibition, % at 10 µM. hit rate 0.01% among 330,000. AID 488839, 2010. Recombinant CDK5/p35, ADP-Glo luminescence, 60 min. Cyclin-dependent kinase 5 (Homo sapiens) + Cyclin-dependent kinase 5 activator 1 (Homo …;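 active means highest replicate inhibition of at least 50% and at least 75% of replicates reaching 50%; inconclusive means only one of the two criteria met; inactive means both criteria failed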;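 further: plate controls were DMSO neutral control for no effect and GW8510 at 10 µM for full effect; many of its hits are not listed in these tables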
NSD2 inh: NSD2 histone methyltransferase inhibitors, primary screen, biochemical, AlphaScreen, single concentration, set 2; Histone-lysine N-methyltransferase NSD2 (Homo sapiens), O96028; NSD2 peptide methylation, 120 min; inhibition, % at 12.5 µM; hit rate 0.54% among 310,000; AID 743445, 2014; in the data active means inhibition above about 50%
Mot1-301 SUMO: yeast Mot1-301 growth rescue at high temperature, primary screen, SUMOylation pathway inhibitor project, S. cerevisiae, ATP luminescence, 38.5C. S. cerevisiae Mot1-301 growth rescue; percent above DMSO median, 100 means doubled. AID 2716, 2010. hit rate 1% among 320,000. growth rescue, % at 18.8 µM;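 active means every valid replicate shows activation above 250% relative to neutral control wells; inactive means the rest, any valid replicate at or below 250%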;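 further: OY570 slx delta 5 strain wells were the positive control but not used for scaling; some compounds called inactive have numbers as strong as hits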
An asterisk follows results filed as active; ? = inconclusive; . = no result given.

No.	smiles	Arr AP2 block	MITF act	PKA-R1A activ	SR-BI DiI inh	SR-BI DiI-HDL act	PKA-R2B activ	dFosB activator	Pemphigus Ab inh	CDK5 p35 inh	NSD2 inh	Mot1-301 SUMO
1	CC(C)Nc1nc(NC(C)C)nc(C(N)=O)n1	33.7	2.7	-5.0	-3.5	3.5	-3.0	-0.3	108.2	1.6	39.2	156.1
2	Cc1ccc2nc3c(nc2c1)-c1ccccc1C3=O	9.6	9.1	-4.9	-27.0	27.0	5.5	-4.7	104.9	-1.5	1.1	20.5
3	CC(=O)NC(NC(=S)Nc1ccc(N=Nc2ccccc2C)cc1C)C(Cl)(Cl)Cl (configuration not stated)	-0.5	13.9	5.8	?	-73.9	-7.9	-5.1	103.7	1.0	2.2	992.2
4	COc1ccc(-c2ccc3ccccc3n2)cc1OC	-11.8	99.7*	-8.3	33.8	-33.8	4.3	4.5	110.3	0.5	-3.2	9.7
5	Cc1cc(N2CCN(c3ccccn3)CC2)n2nc(C)nc2n1	.	9.0	-0.7	-0.1	0.1	-0.6	4.2	.	0.0	-1.1	-8.9
6	COc1ccccc1NC(=O)CCC(=O)Nc1nnc(C(F)(F)F)s1	-9.2	-4.5	3.0	-16.7	16.7	4.0	4.5	98.6	-1.3	-1.7	-7.3
7	O=C(COC(=O)C1CCCCC1)NCc1ccc(Cl)cc1	2.1	1.1	3.6	-9.1	9.1	-10.3	-2.6	128.3	-0.2	-1.5	7.3
8	O=C(Nc1nc2ccccc2s1)C1CCCN1S(=O)(=O)c1ccc(Cl)cc1 (configuration not stated)	-1.2	-5.3	9.4	0.6	-0.6	-0.7	0.7	103.3	1.5	1.5	14.4
9	COC(=O)[C@@]1(Cc2ccccc2)[C@H]2C(=O)N(Cc3ccccc3)C(=O)[C@H]2[C@H]2CN=C(SCc3ccc(C#N)cc3)N21	10.5	3.7	-5.6	.	.	-6.6	-2.9	105.7	0.3	.	.
10	S=C(Cc1ccccc1)Nc1ccccc1	-16.7	11.4	-6.0	-32.8	32.8	-9.2	0.9	97.7	-1.0	0.3	.
11	COc1ccc(Cl)cc1NC(=S)NCc1ccccn1	27.9	-8.4	0.1	7.6	-7.6	-13.5	0.1	121.4	-0.8	-1.9	-13.9
12	C=CCn1c(CNc2ccc(C)cc2)nnc1SCC(=O)N/N=C/c1ccc(O)cc1	-4.7	-8.8	9.7	0.5	-0.5	8.8	-4.8	109.1	-1.1	3.3	-6.4
13	COc1ccc(S(=O)(=O)N2CCCCCC2)cc1NC(=O)CN1C(=O)NC(C)(c2ccc(C)cc2)C1=O (configuration not stated)	-5.3	-8.1	-5.3	1.2	-1.2	-6.5	-10.1	103.4	-5.7	11.9	-11.9
14	COc1ccc(C)cc1NC(=O)Cn1c(=O)oc2ccccc21	-25.6	15.3	6.8	10.8	-10.8	12.9	18.8*	100.7	0.0	-3.6	486.3*
15	CCCCN(C(=O)CNC(=O)c1cccs1)C(C(=O)NC1CCCC1)c1ccncc1 (configuration not stated)	-8.3	-12.4	3.5	-13.1	13.1	5.3	-3.0	99.8	-6.4	-2.1	3.4
16	Cc1cc(C)n(S(=O)(=O)c2ccccc2[N+](=O)[O-])n1	33.1	.	-10.2	3.0	-3.0	-13.1	6.5	94.6	1.0	2.4	102.9
17	Cc1ccc2c(c1)N(CCCC(=O)NCc1ccc3c(c1)OCO3)C(=O)CO2	-6.5	.	-6.7	-8.6	8.6	-10.6	-6.9	99.0	1.2	.	2.2
18	CC(=O)N=c1sccn1CC(O)c1ccc(Br)cc1 (configuration not stated)	20.0	7.3	3.4	2.7	-2.7	-4.0	-6.3	89.0	-0.1	-1.6	29.5
19	C=CCOc1cccc(C2C(C(=O)c3ccco3)=C(O)C(=O)N2Cc2ccco2)c1 (configuration not stated)	-1.0	-2.1	7.9	.	.	-6.7	-1.9	103.7	-1.1	5.0	-20.9
20	CNC(=O)C(C#N)(Cc1cc(C(C)=O)ccc1OC)Cc1cc(C(C)=O)ccc1OC	22.9	-8.4	-7.0	-14.1	14.1	-8.8	-1.6	.	6.9	-2.8	-16.4
21	O=C(c1ccccc1)C(C(=O)N1CCc2ccccc2C1)n1ccccc1=O (configuration not stated)	-0.4	-2.7	-0.2	1.3	-1.3	3.7	-4.3	110.5	-0.8	3.5	3.6
22	Cc1ccc(S(=O)(=O)N(CC(=O)Nc2cccc(C(F)(F)F)c2)C(=O)N2CCN(C)CC2)cc1	-3.2	-6.9	-2.2	-8.6	8.6	-8.2	-9.0	107.4	2.4	3.8	2.0
23	Cc1ccnc(N2C(=O)c3ccccc3C2Nc2ccccc2Cl)c1 (configuration not stated)	-0.5	.	4.1	-6.2	6.2	-2.9	-4.8	91.6	-0.5	.	-0.5
24	O=C(O)C(c1ccccc1)N1C(=O)/C(=C\c2ccc(-c3ccccc3Cl)o2)SC1=S (configuration not stated)	45.6	-0.9	3.2	-8.1	8.1	-3.0	-16.4	105.7	0.5	3.4	-15.3
25	O=C(NCCCCc1ccccc1)c1cccc([N+](=O)[O-])c1	15.0	.	5.1	-2.9	2.9	-0.5	-6.6	100.6	-1.9	-2.7	-17.7
26	O=C(N/N=C/C=C\c1ccccc1[N+](=O)[O-])c1cc(-c2ccccc2)nc2ccccc12	-12.1	10.6	-3.8	66.5	-66.6	1.7	1.1	97.9	-0.3	-0.7	-11.3
27	Nc1cc(Cl)c(N)cc1Cl	7.3	4.9	0.9	-14.9	14.9	13.9	-11.8	104.4	-0.5	9.6	58.1
28	CCOC(=O)N1CCN(C(=O)c2ccccc2Oc2ccccc2)CC1	-5.1	1.7	1.0	3.3	-3.3	1.9	-1.2	105.5	-1.3	-1.1	10.3
29	CC1Cn2c(nnc2-c2cccs2)S1 (configuration not stated)	-1.1	0.8	-3.3	-12.6	12.6	-6.7	-11.5	99.7	-1.9	5.9	-2.1
30	CN(C)N=Nc1ccc(S(=O)(=O)/N=C(\O)c2ccccc2)cc1	-4.9	.	-6.2	2.6	-2.6	13.8	-3.6	119.9	-1.5	-1.9	3.3
31	O=C(Cn1cnc2c(nnn2Cc2ccc(F)cc2)c1=O)NCC1CCCO1 (configuration not stated)	0.8	-0.8	3.6	-35.9	35.9	-0.3	-4.1	100.1	1.2	.	6.2
32	CCC(=O)Nc1cc(Cl)ccc1N1CCN(C(=O)CC)CC1	-12.2	5.7	-0.3	11.5	-11.5	2.5	-3.9	.	-1.0	-1.1	4.1
33	CC1=C([N+](=O)[O-])C(c2ccc(Cl)cc2)NC(=O)N1C (configuration not stated)	1.0	-15.0	3.5	.	.	6.8	-8.8	100.4	-0.6	-1.7	9.5
34	O=C(CN(C(=O)c1csnn1)c1ccc(Br)cc1)NC1CCCC1	6.3	11.9	-6.5	-9.5	9.5	4.8	-4.0	100.1	-0.6	-0.5	-27.7
35	CCOc1ccccc1NC(=O)N1CCCC1C(=O)NCc1cccs1 (configuration not stated)	-0.5	7.8	2.8	4.1	-4.1	-7.8	-5.8	96.8	1.2	-8.9	-21.2
36	COc1cc(SC)ccc1C(=O)Nc1ccc(Br)cn1	-4.1	-56.5	2.0	53.9	-53.9	-1.0	-4.4	96.8	0.6	28.3	4.2
37	O=C(COC(=O)/C=C/c1ccccc1[N+](=O)[O-])Nc1ccc2[nH]c(=O)[nH]c2c1	-6.0	-24.2	-17.4	-15.8	15.8	-10.7	2.9	137.8	-0.9	1.9	-12.1
38	COC(=O)/C=C1\SC(=Nc2ccc(Cl)c(Cl)c2)NC1=O	-11.8	-10.9	2.6	-12.1	12.1	-2.8	-11.6	92.8	-2.2	0.0	14.0
39	CCCCNC(=O)Nc1nnc(SCC(=O)OCC)s1	26.4	-0.3	-12.2	13.1	-13.1	7.4	1.9	100.6	0.0	-5.7	-0.3
40	NC(=O)C1CCN(C(=O)COc2ccc(S(=O)(=O)NC3CCCC3)cc2)CC1	-10.6	-6.3	1.4	-15.7	15.7	4.3	-4.9	101.4	-0.9	-1.2	-5.6
41	COc1cc(N)ccc1NC(=O)c1cccs1	4.3	22.2	-0.3	51.1	-51.1	-1.7	0.0	90.4	-0.4	-1.3	-3.8
42	COc1ccc(C(C)=O)cc1CSc1nnc(C)n1-c1ccccc1	30.2	14.7	-6.9	-17.7	17.7	-11.9	-2.7	125.2	-0.2	1.1	79.9
43	COc1ccc(CCCC(=O)NC(C)c2ccccc2)cc1 (configuration not stated)	21.9	-4.1	5.1	1.9	-1.9	-3.0	-11.3	97.0	1.5	-3.0	-0.4
44	CCN(CC)CCCCOc1ccccc1OC	6.4	1.6	0.9	-29.6	29.6	2.6	1.3	104.3	2.3	1.5	1.5
45	CCOc1cc(N2CCOCC2)c(OCC)cc1NC(=O)COC(=O)/C=C/c1ccc(OC(F)F)cc1	-12.7	-2.2	-6.1	-2.5	2.5	-9.0	-7.1	97.4	2.4	0.7	.

Some of the entries so far, with one line to a screen:
#37 O=C(COC(=O)/C=C/c1ccccc1[N+](=O)[O-])Nc1ccc2[nH]c(=O)[nH]c2c1
#41 COc1cc(N)ccc1NC(=O)c1cccs1
compound no. | 37 | 41
Arr AP2 block | -6.0 | 4.3
MITF act | -24.2 | 22.2
PKA-R1A activ | -17.4 | -0.3
SR-BI DiI inh | -15.8 | 51.1
SR-BI DiI-HDL act | 15.8 | -51.1
PKA-R2B activ | -10.7 | -1.7
dFosB activator | 2.9 | 0.0
Pemphigus Ab inh | 137.8 | 90.4
CDK5 p35 inh | -0.9 | -0.4
NSD2 inh | 1.9 | -1.3
Mot1-301 SUMO | -12.1 | -3.8
